IkB signaling – suppresses IkB signaling in ABC-DLBCL reporter cells; ABC-DLBCL IkBa-CBG/CBR dual luciferase ratio, 4 h; response scale: scaled: untreated 0%, proteasome inhibitor 100%; Potency, µM (doses to about 57.1 µM), inactives show top-dose IkBa stabilization activation; 0.04% of 110,000 active; active = well fitted curve in the direction sought with a large enough effect in the signal ratio, not every such curve was filed as active; inconclusive = small, poorly fitted or top-dose-only effect, or a change in a side signal; the % refers to the signal ratio;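 also: the direction sought is a rising ratio; 0% = basal untreated cells and 100% = reference inhibitor full response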
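Luminescence ratio of IκBα-fused green versus native red beetle luciferase in OCI-Ly3 cells, 4 h post-doxycycline with compound; red signal alone, scaled from basal (0%) to zero light (-100%), flagged nonspecific or cytotoxic effects.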
Imprint erasure – genomic imprint erasure induction; AID 1948; 0.02% of 110,000 active; mouse ES Peg3-LacZ reporter, beta-gal luminescence, 40 h; Potency, µM (top dose mostly 60.7 µM), without a hit: top-dose activity change, positive = activation, hits mostly activators;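 also: 0% = negative control wells on the plate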
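Gelatin-coated wells received 300 freshly trypsinized female ES cells with a Peg3LacZ-Neo reporter on the maternal allele, then incubated 40 hours at 37C. BetaGlo was added for 5 minutes at room temperature before a single luminescence read.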
p53ts 39C tox – p53ts cell cytotoxicity, nonpermissive temperature; H1299-p53A138V viability at 39C, ATP luminescence, 24 h; Potency, µM (doses to about 46.1 µM), inactives show at the highest dose activity change, negative = cell killing, hits mostly cytotoxic; 1.5% of 130,000 active; AID 902; also: nearly all actives have a fitted effect of over 55% in size
p53ts 32C kill – cytotoxicity in p53ts cells at permissive temperature. H1299-p53A138V at 32C, ATP luminescence viability, 24 h. Potency, µM (titrated, usually from 46.1 µM), for inactives: top-dose activity change, negative = cytotoxicity, usual class: cytotoxic. 0.93% of 130,000 active. AID 924;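 also: 0% = DMSO and -100% = full killing by reference compound; nearly all actives have a fitted effect of over 55% in size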
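H1299-p53 A138V cells (temperature-sensitive p53) exposed 24 h to up to 46 uM compound at 32C, where p53 is wild-type in conformation. Viability read as ATP luminescence and normalised to DMSO and 100 uM tamoxifen. AC50 fitted with the Hill equation.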
* hit, by the source's call; [ ] = remark or other dose. Unless noted, calls follow the shape of the dose curve; as a rule, active = well fitted curve in the direction sought with a large enough effect; inconclusive = small, poorly fitted or top-dose-only effect, or another doubt; inactive = no such curve, though single readings can be large; an effect the other way counts as inactive or inconclusive. Unless noted, % is scaled to controls: 0 for no effect and ±100 for the full control effect; potency is read from the fitted curve at half-maximal effect. Outcome played no part in choosing rows; any-hit rate near 1.7%.

Results for CCOC(=O)c1ccc(NC(=O)CC2NCCNC2=O)cc1 (stereo unspecified) ?
IkB signaling: -1.7%; Imprint erasure: -4%[10.9 µM]; p53ts 39C tox: -6%; p53ts 32C kill: -4%

Results for COC(=O)c1ccc2nc(C)cc(Nc3cccc(Cl)c3C)c2c1 ?
IkB signaling: inconclusive; Imprint erasure: -19%[10.9 µM]; p53ts 39C tox: inconclusive; p53ts 32C kill: -16%

How did CC(C)c1nc(N2CCOCC2)c(C#N)c2c1CCCC2 do in these assays?
IkB signaling: -3.8%; Imprint erasure: -1%; p53ts 39C tox: 3%; p53ts 32C kill: 3%

Results for COCCCNC(=O)c1nc2c(nnn2Cc2cc(C)ccc2C)c(=O)[nH]1 ?
p53ts 39C tox: 22%; p53ts 32C kill: -6%

What do the screens show for `COC(=O)c1ccccc1NC(=O)CN1CCN(C23CC4CC(CC(C4)C2)C3)CC1`?
IkB signaling: -0.2%; Imprint erasure: -8%; p53ts 39C tox: -7%; p53ts 32C kill: 0%

Results for O=C(CSc1nc2c(oc3ccccc32)c(=O)n1Cc1ccco1)Nc1ccccc1 ?
IkB signaling: -1.9%; Imprint erasure: -6%[10.9 µM]; p53ts 39C tox: inconclusive; p53ts 32C kill: 3%

How did CCOC(=O)c1oc2c(C)c(O)ccc2c(=O)c1-c1nncn1-c1ccccc1 do in these assays?
IkB signaling: -0.5%; Imprint erasure: 25%; p53ts 39C tox: 8%; p53ts 32C kill: 2%

How did COc1ccc(CCNC(=O)CSc2nnc(CNC(=O)c3ccco3)o2)cc1OC do in these assays?
IkB signaling: 0.3%; Imprint erasure: -4%; p53ts 39C tox: 13%; p53ts 32C kill: 8%

Results for N#CC1=C(SCc2ccccc2)NC(=O)CC1c1ccccc1 (stereo unspecified) ?
p53ts 39C tox: -6%; p53ts 32C kill: -20%

What do the screens show for `COc1cccc(CN2CCCC(C(=O)N3CCCCC3)C2)c1OC` (stereo unspecified)?
IkB signaling: -0.9%; Imprint erasure: 3%; p53ts 39C tox: -2%; p53ts 32C kill: 0%

How did CCOC(=O)c1ccc(NC(=O)CN2C(=O)c3cccnc3Sc3ccccc32)cc1 do in these assays?
IkB signaling: inconclusive; Imprint erasure: -12%[10.9 µM]; p53ts 39C tox: -26%; p53ts 32C kill: -5%

Results for Cc1ccc(S(=O)(=O)N(C)CC(=O)Nc2ccncc2)cc1 ?
IkB signaling: 0.9%; Imprint erasure: -22%; p53ts 39C tox: -2%; p53ts 32C kill: 3%

How did CCOc1ccc(CCNC(=O)c2cnc3c(-c4ccc(F)cc4)c(C)nn3c2C)cc1OCC do in these assays?
IkB signaling: 1.8%; Imprint erasure: -4%[10.9 µM]; p53ts 39C tox: -10%; p53ts 32C kill: -6%

Results for O=C(CCN1C(=O)C2CC=CCC2C1=O)N1CCN(c2ccccn2)CC1 (stereo unspecified) ?
IkB signaling: -0.8%; Imprint erasure: -8%; p53ts 39C tox: -3%; p53ts 32C kill: 8%

What do the screens show for `CCCOc1ccc(/C(O)=C2\C(=O)C(=O)N(CCCN(C)C)C23C(=O)N(C)c2ccccc23)cc1` (stereo unspecified)?
IkB signaling: -2.4%; Imprint erasure: 4%; p53ts 39C tox: 0%; p53ts 32C kill: 1%

Results for O=C(N/N=C1\CCCc2ccccc21)c1ccccc1[N+](=O)[O-] ?
p53ts 39C tox: -8%; p53ts 32C kill: 6%

How did CCn1c(SCC(=O)c2ccc(C)cc2)nnc1-c1ccoc1C do in these assays?
IkB signaling: inconclusive; p53ts 39C tox: -16%; p53ts 32C kill: -23%

Results for CC1CCCCN1Cc1c(O)ccc2c(=O)c(-c3ccc(Cl)cc3)coc12 (stereo unspecified) ?
IkB signaling: 3.4%; Imprint erasure: -11%[10.9 µM]; p53ts 39C tox: 28%; p53ts 32C kill: -18%

Results for Cc1ccc(CNc2ccc3cc(S(=O)(=O)N4CCCCC4)ccc3n2)cc1 ?
IkB signaling: -2.4%; Imprint erasure: -5%[10.9 µM]; p53ts 39C tox: -26%; p53ts 32C kill: 8%

What do the screens show for `Cc1c2cnn(CC(=O)NC(C)C)c(=O)c2c(C)n1Cc1ccccc1Cl`?
IkB signaling: 0.5%; Imprint erasure: 13%[10.9 µM]; p53ts 39C tox: -20%; p53ts 32C kill: 10%

Results for CN(C(=O)c1cc2nc(-c3ccc4c(c3)OCO4)cc(C(F)(F)F)n2n1)c1ccc(OC(F)(F)F)cc1 ?
IkB signaling: -2.5%; Imprint erasure: -15%[10.9 µM]; p53ts 39C tox: 36%[activator]; p53ts 32C kill: 11%

What do the screens show for `CCCn1c(CCC(=O)O)ccc1-c1ccc(OC)cc1`?
IkB signaling: 6.7%; Imprint erasure: -21%; p53ts 39C tox: 13%; p53ts 32C kill: 7%

Results for COCCn1c(=O)c(C)nc2cnc(Nc3cccc(OC)c3)nc21 ?
IkB signaling: 2.4%[11.4 µM]; Imprint erasure: inconclusive; p53ts 39C tox: 3%; p53ts 32C kill: -2%

What do the screens show for `Cn1c(=O)cc(OCC(=O)N2CCN(c3ccccc3)CC2)c2ccccc21`?
IkB signaling: 0.5%; Imprint erasure: -11%[10.9 µM]; p53ts 39C tox: -12%; p53ts 32C kill: 5%

Results for COc1ccc(CC2C(=O)Nc3ccc(Br)cc32)cc1OC (stereo unspecified) ?
IkB signaling: inconclusive; Imprint erasure: -6%[10.9 µM]; p53ts 39C tox: -2%; p53ts 32C kill: -2%

How did CCN(CC)c1ccc(C2C(C(=O)OC)=C(C)NC(C)=C2C(=O)OC)cc1 do in these assays?
IkB signaling: 1.5%; Imprint erasure: 7%; p53ts 39C tox: -16%; p53ts 32C kill: -7%

What do the screens show for `Cc1ccc(CN2CCCn3nc(C(=O)NCc4ccc(N(C)C)cc4)cc3C2=O)cc1`?
IkB signaling: inconclusive; Imprint erasure: -13%[10.9 µM]; p53ts 39C tox: -10%; p53ts 32C kill: -1%

How did O=C(Nc1ccc(Br)cc1F)N1CCC2(CC1)Oc1ccccc1C(=O)N2Cc1ccccc1F do in these assays?
IkB signaling: -3.0%; Imprint erasure: -5%[10.9 µM]; p53ts 39C tox: 17%; p53ts 32C kill: 9%

How did CC(OC(=O)c1snc(C(=O)NC2CCCCC2)c1N)C(=O)NC(C)(C)C (stereo unspecified) do in these assays?
p53ts 39C tox: 1%; p53ts 32C kill: -12%

What do the screens show for `Cc1cccc(N2C(=O)CSC23C(=O)N(CC(=O)NCc2ccccc2Cl)c2ccccc23)c1` (stereo unspecified)?
IkB signaling: inconclusive; Imprint erasure: 10%[10.9 µM]; p53ts 39C tox: 6%; p53ts 32C kill: 0%

How did CC(=O)Nc1cc(C(=O)NCc2ccc(F)cc2Cl)ccc1Sc1ccc(Cl)cc1 do in these assays?
IkB signaling: inconclusive; Imprint erasure: 4%[10.9 µM]; p53ts 39C tox: -20%; p53ts 32C kill: -1%

What do the screens show for `COc1ccc(N2CCN(C(c3ccccc3)c3sc4nc(-c5ccco5)nn4c3O)CC2)cc1` (stereo unspecified)?
IkB signaling: -0.2%; Imprint erasure: 16%[10.9 µM]; p53ts 39C tox: 9%; p53ts 32C kill: -1%

Results for CC1CCCN(CCC(=O)Nc2ccc(Br)cc2)C1 (stereo unspecified) ?
p53ts 39C tox: 14%; p53ts 32C kill: -9%

What do the screens show for `CCOC(=O)c1cccc(NC(=O)CNS(=O)(=O)c2cccs2)c1`?
IkB signaling: -1.1%; Imprint erasure: -6%; p53ts 39C tox: 3%; p53ts 32C kill: 2%

How did COc1ccc(NC(=O)CSC2=Nc3ccccc3C3=NC(CC(=O)NCc4ccc(F)cc4)C(=O)N23)cc1 (stereo unspecified) do in these assays?
IkB signaling: inconclusive; Imprint erasure: -16%[10.9 µM]; p53ts 39C tox: 13%; p53ts 32C kill: -9%

What do the screens show for `CCC(C)NC(=O)CSc1nnc(-c2ccc(C(C)(C)C)cc2)n1C` (stereo unspecified)?
IkB signaling: 0.6%; Imprint erasure: -16%; p53ts 39C tox: -7%; p53ts 32C kill: -5%

How did Cn1c(=O)oc2cc(S(=O)(=O)NCCC(=O)N3CCc4ccccc43)ccc21 do in these assays?
IkB signaling: 0.3%; Imprint erasure: -2%; p53ts 39C tox: -6%; p53ts 32C kill: 4%

How did CC(C(=O)NCc1ccccc1)n1ccc2cc(S(=O)(=O)N3CCCC3)ccc21 (stereo unspecified) do in these assays?
IkB signaling: inconclusive; Imprint erasure: -2%[10.9 µM]; p53ts 39C tox: -3%; p53ts 32C kill: 1%

What do the screens show for `COc1ccc(-c2nnc(CSc3nnc(-c4ccncc4)n3C3CCCCC3)o2)cc1OC`?
IkB signaling: 0.7%; Imprint erasure: -10%; p53ts 39C tox: -1%; p53ts 32C kill: -4%

What do the screens show for `COC(=O)[C@@]1(Cc2ccc(F)cc2)[C@H]2c3cc(C(=O)N(C)C)n(Cc4ccc(C(F)(F)F)nc4)c3C[C@H]2CN1C(=O)c1ccccc1`?
Imprint erasure: -14%; p53ts 39C tox: 10%; p53ts 32C kill: 28%

What do the screens show for `CCCOC(=O)CCNc1n[nH]c(=O)[nH]c1=O`?
IkB signaling: -1.1%; Imprint erasure: -3%; p53ts 39C tox: 6%; p53ts 32C kill: -1%

Results for Cc1cc(NC(=O)CN2CCC(O)(c3cccc(F)c3)CC2)no1 ?
IkB signaling: 3.3%; Imprint erasure: -11%; p53ts 39C tox: -5%; p53ts 32C kill: 8%

What do the screens show for `COc1ccc(-n2nc3ccccc3n2)cc1`?
IkB signaling: -4.0%; Imprint erasure: -27%; p53ts 39C tox: 0%; p53ts 32C kill: 0%

How did O=C(Nc1cccc(Cl)c1)N(CCCN1CCOCC1)Cc1ccccc1F do in these assays?
IkB signaling: -5.2%; Imprint erasure: -6%; p53ts 39C tox: 3%; p53ts 32C kill: -2%

Results for Cc1ccc(C)c(N(C)S(=O)(=O)c2cccc3nsnc23)c1 ?
IkB signaling: 0.3%; Imprint erasure: -14%; p53ts 39C tox: 1%; p53ts 32C kill: -5%

Results for CN(CC(=O)NCc1ccco1)S(=O)(=O)c1cccc2cccnc12 ?
IkB signaling: 1.0%; Imprint erasure: -7%; p53ts 39C tox: 3%; p53ts 32C kill: 0%

How did CCCn1nnnc1SCC(=O)Nc1ccc(F)cc1 do in these assays?
IkB signaling: 2.0%; Imprint erasure: -1%; p53ts 39C tox: 2%; p53ts 32C kill: 2%

Results for O=c1c2ccccc2nc(-c2ccco2)n1/N=C/c1ccccc1O ?
p53ts 39C tox: -1%; p53ts 32C kill: -4%

Grouped by structure: the entries above containing a furan ring, fused or not.
Results for O=C(CSc1nc2c(oc3ccccc32)c(=O)n1Cc1ccco1)Nc1ccccc1 ?
IkB signaling: -1.9%; Imprint erasure: -6%[10.9 µM]; p53ts 39C tox: inconclusive; p53ts 32C kill: 3%

How did COc1ccc(CCNC(=O)CSc2nnc(CNC(=O)c3ccco3)o2)cc1OC do in these assays?
IkB signaling: 0.3%; Imprint erasure: -4%; p53ts 39C tox: 13%; p53ts 32C kill: 8%

How did CCn1c(SCC(=O)c2ccc(C)cc2)nnc1-c1ccoc1C do in these assays?
IkB signaling: inconclusive; p53ts 39C tox: -16%; p53ts 32C kill: -23%

What do the screens show for `COc1ccc(N2CCN(C(c3ccccc3)c3sc4nc(-c5ccco5)nn4c3O)CC2)cc1` (stereo unspecified)?
IkB signaling: -0.2%; Imprint erasure: 16%[10.9 µM]; p53ts 39C tox: 9%; p53ts 32C kill: -1%

Results for CN(CC(=O)NCc1ccco1)S(=O)(=O)c1cccc2cccnc12 ?
IkB signaling: 1.0%; Imprint erasure: -7%; p53ts 39C tox: 3%; p53ts 32C kill: 0%

Results for O=c1c2ccccc2nc(-c2ccco2)n1/N=C/c1ccccc1O ?
p53ts 39C tox: -1%; p53ts 32C kill: -4%

Bioassay records from PubChem BioAssay.
